Screening data: PubChem, National Center for Advancing Translational Sciences (NCATS)
RORgamma inh: qHTS for inhibitors of ROR gamma transcriptional activity. hit rate 5.4% among 310,000. AID 2551, 2010. Nuclear receptor ROR-gamma (Mus musculus), P51450. Drosophila S2 Gal4-RORgamma UAS-luciferase reporter, 20 h. Potency, µM (titrated, usually from 53.6 µM), without a hit: at the top dose activity change, negative = inhibition, hits mostly inhibitors; also: potency is read from the fitted curve at half-maximal effect; % is scaled to controls: 0 for no effect and ±100 for the full control effect; nearly all actives have a fitted effect of over 60% in size
Target sequence (P51450 whole entry, looked up, the tested form may be a part): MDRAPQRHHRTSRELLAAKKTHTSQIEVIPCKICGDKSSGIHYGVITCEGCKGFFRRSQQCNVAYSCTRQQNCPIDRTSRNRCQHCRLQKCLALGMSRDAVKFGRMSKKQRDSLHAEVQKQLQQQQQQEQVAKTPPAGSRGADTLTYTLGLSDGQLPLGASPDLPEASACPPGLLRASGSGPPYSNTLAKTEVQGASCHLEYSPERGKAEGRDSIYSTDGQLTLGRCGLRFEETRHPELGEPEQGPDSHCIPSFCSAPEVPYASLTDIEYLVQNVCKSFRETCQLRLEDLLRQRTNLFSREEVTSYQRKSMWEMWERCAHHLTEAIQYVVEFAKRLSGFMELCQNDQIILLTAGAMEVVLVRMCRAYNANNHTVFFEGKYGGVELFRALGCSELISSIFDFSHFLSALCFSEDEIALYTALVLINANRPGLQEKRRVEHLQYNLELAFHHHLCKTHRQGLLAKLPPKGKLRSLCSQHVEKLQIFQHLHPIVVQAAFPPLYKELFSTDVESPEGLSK
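A Gal4/UAS one-hybrid system in insect cells: metallothionein-promoter Gal4–ROR gamma fusion plus Photinus luciferase reporter. Copper sulfate 700 uM final, 20 hr ambient incubation, luminescent detection after 10 min with reagent.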
KCNH2 3.1 inh: qHTS for Inhibitors of KCHN2 3.1: Mutant qHTS. hit rate 0.95% among 340,000. Potassium voltage-gated channel subfamily H member 2, brain isoform KCNH2 3.1 (human). U2OS KCNH2 3.1, thallium flux FluxOr; hits give low values. AID 720553, 2013. activity change, % (tested at about 1.8 µM);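 active = maximum activity change below -70%; inconclusive = maximum activity change from -70% to -50%; inactive = maximum activity change above -50%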;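 also: thallium influx rate constant from kinetic fluorescence after stimulation buffer; % is scaled to controls: 0 for no effect and ±100 for the full control effect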
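Normalized rate constant (relative to positive and negative DMSO controls) derived from a 2 min kinetic fluorescence read after stimulation; U2OS cells expressing the 3.1 isoform via virus at 1.77 x 10^8 /mL.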
Giardia killer: Small Molecules that selectively kill Giardia lamblia: qHTS | Giardia lamblia trophozoite viability | hit rate 0.15% among 340,000 | activity change, % at 7.66 µM, hits read low | AID 540267, 2011; in the data active = activity change below about -80%; inconclusive = between about -30% and that limit;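 also: parasites exposed to compound for two days anaerobically before the ATP read; % is scaled to controls: 0 for no effect and ±100 for the full control effect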
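Trophozoites 100 cells/well + cpd; 48 hrs, 37 deg C, anaerobic. ATPLite 1-Step added, 15-30 min RT, luminescence read (ATP-based viability).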
FLuc counter: qHTS profiling assay for firefly luciferase inhibitor/activator using purifed enzyme and Km concentrations of substrates (counterscreen for miR-21 project) | AID 588342, 2011 | hit rate 6.9% among 360,000 | Potency, µM (top dose mostly 57.5 µM), for the others: at the highest dose activity change, negative = inhibition, most hits filed as inhibitors | purified FLuc, Km substrates, luminescence inhibition | Luciferin 4-monooxygenase (Photinus pyralis), P08659;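 also: potency is read from the fitted curve at half-maximal effect; plate controls were vehicle for no effect and reference inhibitor for full effect; nearly all actives have a fitted effect of over 55% in size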
Target sequence (P08659 whole entry, looked up): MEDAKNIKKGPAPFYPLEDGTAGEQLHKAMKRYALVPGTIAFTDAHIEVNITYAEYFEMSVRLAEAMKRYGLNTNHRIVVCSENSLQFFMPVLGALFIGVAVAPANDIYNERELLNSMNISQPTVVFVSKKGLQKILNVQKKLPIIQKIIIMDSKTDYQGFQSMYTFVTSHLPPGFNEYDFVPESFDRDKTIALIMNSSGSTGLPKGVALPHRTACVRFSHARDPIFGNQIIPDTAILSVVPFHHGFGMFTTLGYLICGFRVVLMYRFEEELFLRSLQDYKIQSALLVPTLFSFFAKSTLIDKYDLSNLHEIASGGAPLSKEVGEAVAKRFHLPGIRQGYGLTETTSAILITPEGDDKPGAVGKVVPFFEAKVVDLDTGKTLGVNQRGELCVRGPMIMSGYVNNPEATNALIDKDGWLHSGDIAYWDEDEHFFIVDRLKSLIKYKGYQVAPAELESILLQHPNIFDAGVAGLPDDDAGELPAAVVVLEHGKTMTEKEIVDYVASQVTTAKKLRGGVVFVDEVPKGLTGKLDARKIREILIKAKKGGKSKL
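Purified P. pyralis luciferase (10nM final) with 10uM D-luciferin and 10uM ATP (Km levels) in 50mM Tris acetate pH 7.5, 10mM Mg acetate, 0.01% Tween-20, 0.05% BSA; qHTS 6-point titration, ~60 µM downward; luminescence read.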
VP16 counter: VP16 counterscreen qHTS for inhibitors of ROR gamma transcriptional activity; AID 2546, 2010; hit rate 3.5% among 310,000; Drosophila S2 Gal4-VP16 UAS-luciferase, luminescence, 20 h; Potency, µM (doses to about 53.6 µM), for inactives: at the highest dose activity, negative = inhibition, usual class: inhibitors;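 also: Gal4-VP16 expression switched on by copper sulfate through the metallothionein promoter; potency is read from the fitted curve at half-maximal effect; % is scaled to controls: 0 for no effect and ±100 for the full control effect; nearly all actives have a fitted effect of over 50% in size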
Tb PFK inh: qHTS Assay to Find Inhibitors of T. brucei phosphofructokinase; ATP-dependent 6-phosphofructokinase (Trypanosoma brucei brucei), O15648; T. brucei PFK, ADP-Glo luminescence; Potency, µM (top dose mostly 57.5 µM), inactives show at the highest dose activity, negative = inhibition, usual class: inhibitors; hit rate 0.17% among 330,000; AID 485367, 2010;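 also: potency is read from the fitted curve at half-maximal effect; 0% = uninhibited 1x PFK enzyme wells and -100% = no-enzyme wells; nearly all actives have a fitted effect of over 60% in size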
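Luminescent ADP detection (ADP-Glo, two-step: ATP depletion then ADP-to-ATP conversion for luciferase) reported PFK activity after 45 min room-temperature reaction of 1.25 nM enzyme with 0.5 mM F6P and 0.1 mM ATP at pH 8.0.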
ELG1 genotoxic: qHTS screen for small molecules that induce genotoxicity in human embryonic kidney (HEK293T) cells expressing luciferase-tagged ELG1; hit rate 1.3% among 330,000; AID 504466, 2011; HEK293T ELG1-luciferase reporter, luminescence, 16 h; Potency, µM (top dose mostly 46 µM), inactives show at the highest dose activity change, positive = activation, most hits filed as activators; also: potency is read from the fitted curve at half-maximal effect; % of control where 0% means no effect; nearly all actives have a fitted effect of over 60% in size
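Quantitative HTS format in 1536-well plates. HEK293T ELG1-luciferase reporter cells receive test compound and are incubated 16 hr at 37 °C, 5% CO2; ONE-Glo added, 30 min room temperature, then luminescence read.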
Rab9 prom act: qHTS Assay for Rab9 Promoter Activators. Potency, µM (titrated, usually from 9.22 µM), for the others: at the highest dose activation, negative = inhibition, hits mostly activators. hit rate 2.8% among 320,000. Huh7 Rab9 promoter-luciferase reporter, luminescence, 24 h; also: potency is read from the fitted curve at half-maximal effect; % of control where 0% means no effect; nearly all actives have a fitted effect of over 60% in size
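Steps: seed 1500 Huh7 Rab9-luc cells per well, rest 2 h at 37 °C; add compound in DMSO; incubate 24 h; add luciferase reagent, 10 min ambient; read luminescence.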
uPA surface inh: qHTS for Inhibitors of Cell Surface uPA Generation | cell surface uPA generation assay, qHTS | Potency, µM (series often up to 38.3 µM), without a hit: top-dose activity change, negative = inhibition, actives largely listed as inhibitors | hit rate 0.31% among 330,000 | AID 540303, 2011; active = well fitted inhibition curve with a large enough effect; inconclusive = small, poorly fitted or top-dose-only effect; inactive = no such curve, though single readings can be large or run the other way; tested in mouse RAW 264.7 cells; also: potency is read from the fitted curve at half-maximal effect; % is scaled to controls: 0 for no effect and ±100 for the full control effect; nearly all actives have a fitted effect of over 55% in size
NPC1 prom act: qHTS Assay for NPC1 Promoter Activators; Huh7 NPC1 promoter luciferase reporter, 24 h; Potency, µM (highest dose often 9.22 µM), inactives show top-dose activation, most hits filed as activators; hit rate 2.4% among 320,000;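 also: potency is read from the fitted curve at half-maximal effect; % of control where 0% means no effect; nearly all actives have a fitted effect of over 60% in size; reporter is driven by a mutant NPC1 promoter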
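Huh7 reporter cells (NPC1 promoter driving luciferase) are dosed with compound for 24 h at 37 °C, 5% CO2; luciferase detection reagent is then added and luminescence measured after 10 min at ambient temperature.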
Coupling enz: qHTS Assay for Inhibitors of Fructose-1,6-bisphosphate Aldolase from Giardia Lamblia: Coupling assay counterscreen. hit rate 0.67% among 290,000. activity change, negative = inhibition, % at 58.2 µM, hits read low. coupling enzyme system counterscreen, AmpLite Red fluorescence. AID 2472, 2010; in the data active = activity change below about -30%; also: % is scaled to controls: 0 for no effect and ±100 for the full control effect
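Compounds tested against the coupling enzymes alone at 57.5 uM final; readout was AmpLite Red fluorescence (525/598 nm) after 20 min at RT.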
The depositor's hits bear a star; u = inconclusive; x = not tested or not shown; [ ] = another dose, or the depositor's remark. Unless noted, calls follow the shape of the dose curve; as a rule, active = well fitted curve in the direction sought with a large enough effect; inconclusive = small, poorly fitted or top-dose-only effect, or another doubt; inactive = no such curve, though single readings can be large; an effect the other way counts as inactive or inconclusive.

SMILES	RORgamma inh	KCNH2 3.1 inh	Giardia killer	FLuc counter	VP16 counter	Tb PFK inh	ELG1 genotoxic	Rab9 prom act	uPA surface inh	NPC1 prom act	Coupling enz
Cc1cc(=O)oc2c1c(C)nn2-c1ccc(Cl)cc1	1%	-4	-23	-9%	2%	0%	0%	-3%	0%	-1%	2
CC(=O)Nc1ccc(NC(=O)COc2ccc(S(=O)(=O)NC(C)c3ccccc3)cc2)cc1 (stereo unspecified)	19%	6	-19	3%	-9%	-1%	-2%	-6%	3%	0%	2
CN1C(=O)c2ccccc2Sc2ccc(NC(=O)N3CCOCC3)cc21	u	-16	8	3%	2%	2%	-4%	2%	-1%	-3%	4
Clc1cccc(Cl)c1Cn1ccc(C2CC2)n1	-24%	-3	-17	12µM*	u	2%	u	3.2µM*	-4%	u	1
CC(C)(Oc1ccc(Cl)cc1)C(=O)NCC(c1cccs1)N1CCOCC1 (stereo unspecified)	x	13	-12	6%	x	-5%	-27%	-1%	3%	2%	x
COC(=O)CNC(=O)Cc1c(C)n(C(=O)c2ccc(Cl)cc2)c2ccc(OC)cc12	15%	0	20	5%	-2%	-1%	-6%	10%	1%	-9%	x
COc1ccc(OCC(=O)Nc2ccccc2C(=O)N2CCOCC2)cc1	-12%	6	14	4%	-1%[10 µM]	0%	-14%	4%	1%	4%	4
Cc1ccc(-c2nnn(CC(=O)N3c4ccccc4CCc4ccccc43)n2)cc1	15%	-16	10	0%	7%	2%	-10%	-4%	-1%	1%	0
Cc1noc(C(=O)Nc2ccccc2C(F)(F)F)c1Cl	1%	2	0	2%	1%	-3%	2%	11%	x	2%	6
COCCCC1CCN(C(=O)C2CCC(=O)N(C3CCCCCC3)C2)CC1 (stereo unspecified)	2%	4	2	-1%	-7%	2%	-8%	-3%	-32%	2%	x
Cc1ccc(NC(=O)CN2CCc3ccccc3C2)cc1C	x	-26	u	-22%	x	-2%	6%	-3%	7%	2%	-1
CCC(Cc1ccccc1)NS(=O)(=O)c1ccc2c(c1)NC(=O)CO2 (stereo unspecified)	16%	-2	-10	4%	13%	1%	-3%	1%	3%	-3%	x
C=C(C)CNC(=S)NNC(=O)c1cc(C)oc1C	u	1	7	-1%	-12%	-2%	4%	-3%	2%	1%	4
COc1ccc(OC)c(S(=O)(=O)NC(N)=NCCc2ccccc2OC)c1	39%	x	x	1%	-1%	3%	-7%	-3%	x	0%	1
O=C(CSc1cccc2cccnc12)Nc1ccc(S(=O)(=O)N2CCOCC2)cc1	5.6µM*	-14	-28	-7%	u	0%	9%	-5%	-2%	10%	-13
CC1CCN(C(=O)CCNS(=O)(=O)c2ccc3c(c2)c(=O)n(C)c(=O)n3C)CC1	1%	5	1	1%	-8%	-1%	0%	-5%	-21%	0%	2
CC(=O)C1C(c2ccccc2)c2c(n[nH]c2C)CC1(C)O (stereo unspecified)	4%	10	-1	-1%	-7%	-1%	0%	0%	-4%	0%	15
CC(=O)Nc1ccc(SCC(=O)N(C)C2CCS(=O)(=O)C2)cc1 (stereo unspecified)	-4%	2	35[activator]	1%	-1%	0%	0%	1%	2%	8%	-4
CCC1(C)SC(NC(C)=O)=NN1C(C)=O (stereo unspecified)	-25%	6	-6	0%	3%	-7%	1%	0%	5%	-1%	1
CC(C)COc1ccc(C(=O)N/C(=C\c2cccc([N+](=O)[O-])c2)C(=O)OC(C)C)cc1	-13%	-9	-30	-1%	2%	2%	0%	-3%	6%	-2%	x
Fc1ccccc1CCNc1nnnn1-c1ccccc1	2%	9	-11	-2%	-6%	-2%	-10%	14%	0%	1%	3
CCS(=O)(=O)N1CCC(C(=O)Oc2ccc(C(=O)OC)cc2)CC1	1%	-13	-19	-2%	19%	5%	3%	-3%	1%	1%	-1
CC(=O)N1C(=O)N(C(C)=O)C2C1N(C(C)=O)C(=O)N2C(C)=O (stereo unspecified)	0%	1	11	2%	3%	4%	-2%	-7%	0%	-2%	1
CCOC(=O)c1ccc(NC(=S)N(CCCN2CCN(CC)CC2)Cc2ccco2)cc1	19%	-21	6	-1%	0%	-1%	-3%	-2%	-3%	-5%	-2
CCOc1ccccc1CN1CCNC(=O)C1CC(=O)NCCC1=CCCCC1 (stereo unspecified)	38%	-109*	-17	-1%	-14%	2%	-2%	-3%	12%	-3%	-5
Cc1ccc(OCCCCN2CCCC(C)C2)c([N+](=O)[O-])c1 (stereo unspecified)	11%	0	-5	5%	9%	0%	-3%	-1%	-4%	-2%	1
CCC(Oc1ccccc1F)C(=O)NCCCn1ccnc1 (stereo unspecified)	10%	3	-23	3%	-3%	-4%	-1%	-1%	2%	-2%	0
COc1ccc(N(CC(=O)N2CCCC2)S(=O)(=O)c2ccc(NC(C)=O)cc2)cc1	1%	9	11	2%	2%	-8%	11%	-7%	9%	-1%	3
O=C(COc1ccc([N+](=O)[O-])cc1)NCc1ccncc1	10%	0	13	-1%	-9%	-8%	5%	-7%	-1%	-2%	1
CCCCOc1ncnc2c1[nH]c1ccc(F)cc12	u	-13	16	2.7µM*	7.9µM*	-7%	-1%	-25%	u	-14%	2
CCOC(=O)c1cc[nH]c1C	2%	13	-2	3%	-21%	2%	8%	-3%	3%	-8%	0
CC(=O)N1CCN(C2=Nc3cccc4cccc2c34)CC1	28%	-8	11	-11%	-4%	0%	-3%	14%	-5%	10%	-47*
COc1ccc2c(c1)CCc1c(C(=O)N3CCCC3)noc1-2	-1%	-11	1	12µM*	-1%	1%	u	u	x	u	0
CC(=O)Nc1ccc(NS(=O)(=O)c2ccc(-c3cnc(C4CC4)o3)cc2)cc1	21%	-12	3	-3%	-11%	-7%	-3%	-5%	6%	-4%	x
O=C(COC(=O)/C=C/c1ccccc1[N+](=O)[O-])Nc1ccc(S(=O)(=O)N2CCOCC2)cc1	x	-18	6	x	x	7%	1%	x	3%	x	x
Cc1cccc2nc(C(=O)Nc3cc(Cl)ccc3-n3cncn3)cn12	x	-1	0	-1%	x	6%	-1%	-1%	-8%	-3%	x
C/C(=N\NS(=O)(=O)c1ccccc1)c1cccc(NC(=O)c2cccc(Cl)c2)c1	u	7	-5	24µM*	-5%	5%	-3%	-3%	0%	2%	-5
CC(C)Nc1nc(Cl)nc(NC2CCCCC2)n1	18%	12	-3	-6%	-1%	-7%	11%	7%	-10%	-3%	0
CCCCCCn1nc(C(=O)N(CCOC)c2c(N)n(CCCC)c(=O)[nH]c2=O)c2ccccc2c1=O	x	14	-14	1%	x	11%	12%	-1%	-5%	-4%	x
Cc1csc(NC(=O)CSc2ccc3nnc(CCNS(=O)(=O)c4ccccc4)n3n2)n1	-1%	4	7	3%	3%	6%	-2%	2%	0%	0%	1
O=C(NCCc1ccc(Cl)cc1)c1ccc(S(=O)(=O)N2CCCC2)cc1	x	2	13	10%	x	-5%	-1%	-2%	-1%	-1%	x
Fc1cc(Cl)ccc1NC(=S)NCCN1CCOCC1	-12%	6	12	4%	-17%[10 µM]	0%	1%	1%	-2%	-1%	5
Cc1ccc(S(=O)(=O)/N=C(/NC(=S)Nc2c(C)n(C)n(-c3ccccc3)c2=O)c2ccccc2)cc1	15%	14	1	0%	16%	9%	1%	-1%	3%	-2%	2
O=C(Nc1cc(C(=O)N2CCN(c3ccccc3)CC2)ccc1Cl)c1cccs1	x	-9	-5	x	x	3%	-2%	x	-1%	x	x
CC1CCCC(C)N1CCCNC(=O)c1ccc2c(c1)NC(=O)c1ccccc1S2 (stereo unspecified)	-10%	12	-4	-2%	-13%	0%	0%[9.26 µM]	1%	3%	0%	2
O=C(NCc1ccc(F)cc1)c1ccc(CS(=O)(=O)Cc2ccc(F)cc2)o1	u	0	8	4%	2%	-7%	2%	-1%	-2%	2%	3
CCCNC(=O)CCc1nnc2ccc(N3CCC(C)CC3)nn12	13%	-7	5	4%	0%	1%	2%	0%	-1%	0%	1
CN1C(=O)N(CC(=O)Nc2nccs2)C(=O)C12CCCCC2	x	4	-8	x	x	0%	2%	3%	u	-1%	x
CC(C)C(=O)N(Cc1cc2ccccc2[nH]c1=O)C(C)C	4%	-5	-2	3%	-9%	-2%	-3%	-4%	x	-2%	2
